TRPC6 act: mouse TRPC6 channel activators, primary screen, cell-based, HEK293, membrane potential dye | Short transient receptor potential channel 6 (Mus musculus), Q61143 | HEK293-TRPC6 membrane potential dye fluorescence; active compounds read high | B-score at 10 µM | 310,000 tested, 0.13% active;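 active = B-score of the integrated fluorescence ratio above library mean plus 3 SD, and starting fluorescence ratio within library mean plus 5 SD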;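 also: higher score means more depolarization so channel activation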
RGS4 inh: RGS4 inhibitors, primary screen, cell-based, HEK293 M3R inducible RGS4, calcium flux | Regulator of G-protein signaling 4 (Homo sapiens), P49798 | Fluo-4 calcium flux; active compounds read high; triggered by carbachol at its EC20 | B-score at 10 µM | 310,000 tested, 0.45% active;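 active = B-score, a plate-corrected calcium signal, over three deviations above library mean, with baseline fluorescence within five deviations of library mean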;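 also: RGS4 expression induced by doxycycline in cells with stable M3 receptor; B-score is computed from the integrated fluorescence ratio over baseline after carbachol; higher B-score means a larger calcium signal and so more RGS4 inhibition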
Target sequence (P49798 whole entry, looked up): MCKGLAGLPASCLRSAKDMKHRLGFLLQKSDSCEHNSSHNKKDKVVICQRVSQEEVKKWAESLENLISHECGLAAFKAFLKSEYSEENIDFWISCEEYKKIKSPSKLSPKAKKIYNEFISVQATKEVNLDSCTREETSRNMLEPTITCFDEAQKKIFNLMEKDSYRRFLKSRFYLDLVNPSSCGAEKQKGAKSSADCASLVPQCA
MrgX1 antagonist: antagonists of human MrgX1 receptor, primary screen, HEK293 cells, Fluo-4 calcium flux; B-score at 10 µM; Mas-related G-protein coupled receptor member X1 (Homo sapiens), Q96LB2; 310,000 tested, 1.3% active; BAM8-22 antagonism; active compounds read low;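 active = calcium-response B-score plate-corrected more than 3 library SD below zero, starting fluorescence within 5 deviations, no agonist response on first addition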;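 also: peak minus trough fluorescence over baseline after final BAM8-22 challenge near maximal dose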
Target sequence (Q96LB2 whole entry, looked up): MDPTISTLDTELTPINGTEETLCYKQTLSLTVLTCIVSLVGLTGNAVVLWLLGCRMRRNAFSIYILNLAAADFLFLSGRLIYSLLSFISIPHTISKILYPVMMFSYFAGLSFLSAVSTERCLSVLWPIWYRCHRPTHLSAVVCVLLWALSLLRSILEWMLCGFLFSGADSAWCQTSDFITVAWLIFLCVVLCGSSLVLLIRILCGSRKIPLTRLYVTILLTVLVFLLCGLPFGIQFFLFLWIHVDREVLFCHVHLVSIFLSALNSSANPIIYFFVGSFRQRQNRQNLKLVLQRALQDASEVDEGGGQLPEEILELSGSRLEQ
SKKanGAS inh: S. pyogenes SKKanGAS growth inhibitors in kanamycin, primary screen, streptokinase expression inhibitor project, SKKanGAS strain, BacTiter-Glo luminescence. 6 h. inhibition, % at 7.5 µM. 300,000 tested, 1.3% active;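 active = mean replicate score, as percent of positive control median, at least 50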;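 also: strain carries kanamycin resistance gene driven by streptokinase promoter and grows in 40 µg/ml kanamycin; loss of luminescence reflects streptokinase promoter inhibition or plain growth inhibition; 0% = median of DMSO wells and 100% = positive control at its reference dose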
TRPC6 inh: mouse TRPC6 channel inhibitors, primary screen, cell-based, HEK293, membrane potential dye; Short transient receptor potential channel 6 (Mus musculus), Q61143; ACh-evoked depolarization; active compounds read low; B-score at 10 µM; 310,000 tested, 1.1% active;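 active = B-score under library mean minus 3 SD, initial fluorescence not abnormally high, positive integrated signal ratio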;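 also: B-score derived from integrated fluorescence ratio over the kinetic read; more negative B-score means stronger inhibition of depolarization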
TMEM16A inh: TMEM16A chloride channel inhibitors, primary screen, cell-based, HTS; AID 588511, 2011; normalized B-score (activity score, 25-100; higher = stronger inhibition) at 10 µM; 310,000 tested, 1.2% active; Anoctamin-1 (Mus musculus), Q8BHY3; HEK293 TMEM16A/YFP iodide influx fluorescence, ionomycin;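 active = ratio plate-corrected score three or more library SD toward inhibition, starting fluorescence score within five deviations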;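 also: score derived from kinetic fluorescence span divided by baseline fluorescence per well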
MrgX1 PAM: positive allosteric modulators of MrgX1, primary screen, HEK293 cells, Fluo-4 calcium flux. B-score at 10 µM. AID 588675, 2011. FDSS; active compounds read high. Mas-related G-protein coupled receptor member X1 (Homo sapiens), Q96LB2. 310,000 tested, 0.63% active;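 active = plate-corrected calcium response at least 3 library SD above typical, normal starting fluorescence, not activating the receptor alone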;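 also: compound read alongside a low EC10 to EC30 dose of BAM8-22 agonist; peak minus trough fluorescence over baseline measured at the second addition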
RGS4 pot: RGS4 potentiators or activators, primary screen, cell-based, HEK293 M3R inducible RGS4, calcium flux; B-score at 10 µM; AID 463111, 2010; 310,000 tested, 0.92% active; carbachol calcium flux Fluo4; active compounds read low;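 active = B-score of the integrated calcium signal more than 4 SD below the library mean, with starting fluorescence not abnormally high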;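 also: negative B-score means reduced calcium response which marks RGS4 activation or potentiation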
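Test system: HEK293 cells with stable M3R and inducible RGS4; also added: carbachol at ECmax as muscarinic agonist stimulus; schedule: dye loading 30 min 37 °C, buffer rest 30 min RT; technique: kinetic calcium fluorescence imaging with Fluo4-AM dye, 2 µM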
ANO1 activ: TMEM16A chloride channel activators or potentiators, primary screen, cell-based, HTS | B-score at 10 µM | HEK293 TMEM16A/YFP-H148Q/I152L, iodide quench fluorescence; active compounds read low | Anoctamin-1 (Mus musculus), Q8BHY3 | 340,000 tested, 0.3% active | AID 623877, 2012;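 active = fluorescence-ratio B-score plate-corrected deviation score at least 3 library SD below zero, with starting fluorescence score within 5 deviations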;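 also: channel opened by trigger with iodide after compound preincubation; score built on the fluorescence ratio of max minus min over baseline; more negative score means more quench and so TMEM16A activation or potentiation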
MrgX1 agonist: agonists of human MrgX1 receptor, primary screen, HEK293 cells, Fluo-4 calcium flux; Fluo-4 calcium fluorescence, agonist mode; active compounds read high; Mas-related G-protein coupled receptor member X1 (Homo sapiens), Q96LB2; 310,000 tested, 0.44% active; B-score at 10 µM; AID 588627, 2011;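 active = calcium response B-score plate-corrected fluorescence ratio at least 3 library SD, with starting fluorescence B-score inside 5 SD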
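Test system: HEK293 cells stably expressing human MrgX1 receptor; Input: fifteen thousand cells per well; Dosing: compound delivered in addition one of three; Schedule: overnight seeding, then 1 h dark dye loading; Technique: Fluo-4 NW calcium fluorescence; Measure: B-scored fluorescence response ratio; Controls: positive and negative controls per plate.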
HDAC3 inh: HDAC3 deacetylase inhibitors, primary screen, biochemical, fluorescence, cell-free homogeneous | AID 2718, 2010 | inhibition, % at 8.3 µM | recombinant HDAC3, fluorogenic peptide/trypsin coupled | Histone deacetylase 3 (Homo sapiens), O15379 | 320,000 tested, 0.15% active; in the data active = inhibition above about 26%, passing the limit was not always enough
Target sequence (O15379 whole entry, looked up): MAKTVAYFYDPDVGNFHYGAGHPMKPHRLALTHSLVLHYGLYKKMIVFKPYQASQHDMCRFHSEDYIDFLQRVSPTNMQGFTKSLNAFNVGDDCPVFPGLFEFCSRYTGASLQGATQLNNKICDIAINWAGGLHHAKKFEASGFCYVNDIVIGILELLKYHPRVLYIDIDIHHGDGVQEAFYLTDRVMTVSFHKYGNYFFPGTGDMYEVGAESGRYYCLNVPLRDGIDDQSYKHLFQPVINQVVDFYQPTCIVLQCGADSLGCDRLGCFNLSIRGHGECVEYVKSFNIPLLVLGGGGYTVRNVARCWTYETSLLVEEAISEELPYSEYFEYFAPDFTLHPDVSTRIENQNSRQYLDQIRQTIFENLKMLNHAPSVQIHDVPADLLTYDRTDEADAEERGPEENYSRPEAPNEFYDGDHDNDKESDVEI
* marks the source's active call; other numbers are inactive results; i = inactive; nt = no result given; & = joins results of further samples.

SMILES,TRPC6 act,RGS4 inh,MrgX1 antagonist,SKKanGAS inh,TRPC6 inh,TMEM16A inh,MrgX1 PAM,RGS4 pot,ANO1 activ,MrgX1 agonist,HDAC3 inh
Cn1c(=O)oc2cc(S(=O)(=O)N3CCOCC3)ccc21,i,i,i,-14,i,i,i,i,i,i,-8
CCOC(=O)c1c(NC(=O)C2=C(C)NC(=S)NC2c2ccc(CC)cc2)sc(C)c1C (stereo unspecified),i,i,i,32,i,i,i,i,nt,i,10
COC(=O)[C@H](CCSC)NS(=O)(=O)c1ccccc1Br,i,i,i,0,i,i,i,i,i,i,-2
CCn1c(SCc2ccccc2)nc2cc(OC)c(OC)cc2c1=O,i,i,i,10,i,i,i,i,i,i,3
CSc1cccc(NS(=O)(=O)c2ccc(C(C)=O)cc2)c1,i,i,i,3,i,i,i,i,i,i,-2
O=C(Nc1cccc(S(=O)(=O)N2CCCCC2)c1)C1CC(=O)N(Cc2ccco2)C1 (stereo unspecified),i,i,i,-7,i,i,i,i,i,i,-7
Cn1c2ccc(F)cc2c2ncn(CC3CCCO3)c(=O)c21 (stereo unspecified),i,i,i,-4,i,i,i,i,i,i,-1
C=CCn1c(C)c(C(C)=O)c(N2CCN(C(c3ccccc3)c3ccccc3)CC2)nc1=S,i,i,i,21,i,i,i,i,i,i,8
O=C(CSc1nc2cc(S(=O)(=O)N3CCOCC3)ccc2o1)Nc1c(F)cccc1F,i,i,i,35,i,i,i,i,i,i,5
O=C1NN(c2ccc(Cl)c(Cl)c2)C(=O)/C1=C/c1cccc(OC(=O)c2cccs2)c1,i,25*,i,28,i,i,i,i,nt,i,11
CC(C)(CO)CNC(=O)CCc1nnc(CCCc2ccccc2)o1,i,i,i,-8,i,i,i,i,i,i,3
COc1ccc(C)cc1NC(=O)C1CCN(S(=O)(=O)c2c(C)noc2C)CC1,i,i,i,-2,i,i,i,i,i,i,-6
CCC(C(=O)OC)n1cnc2c(nnn2-c2ccccc2)c1=O (stereo unspecified),i,i,i,1,i,i,i,i,i,i,-1
NC(=O)NC(=O)CC1S/C(=N/N=C/c2ccccc2)NC1=O (stereo unspecified),i,i,i,1,i,i,i,i,i,i,7
O=C(CSc1ccccn1)N1CCN(S(=O)(=O)c2ccc(Cl)cc2)CC1,i,i,i,-4,i,i,i,i,i,i,1
CCOc1ccc(Nc2cc(C)nc3nc(C)nn23)cc1,i,i,i,1,i,i,i,i,i,i,8
Cc1cccc(-n2c(N)cc(=O)nc2SCC(=O)NC2CCCCC2)c1,i,i,i,-1,i,i,i,i,i,i,1
CCOc1ccccc1NC(=O)c1csc(C)c1C,i,i,i,1,i,i,i,i,i,i,14
CCO[C@@H]1OC(C(=O)O)=C[C@H](C2CCCCC2)[C@H]1CCCO,i,i,i,0,i,i,i,i,i,i,-3
Cn1nnnc1SCC(=O)Nc1nn(-c2ccccc2)nc1C(N)=O,i,i,i,-9,i,i,i,i,i,i,-5
COc1ccc(OCCCC(=O)N(CCC2=CCCCC2)c2c(N)n(Cc3ccccc3)c(=O)[nH]c2=O)cc1,i,i,i,3,i,i,i,i,i,i,0
O=C(CNC(=O)c1cccc(Cl)c1)Nc1ccc(F)c(F)c1F,i,i,i,7,i,i,i,i,i,i,-2
CCO[C@H]1OC(C(=O)NCc2ccccc2)=C[C@@H](C)[C@@H]1CCCO,i,i,i,5,i,i,i,i,i,i,-2
Cn1cccc1/C=N/NC(=O)c1cc2ccccc2cc1O,i,i,i,20,i,i,i,i,i,i,7
COc1ccc(C(NC(=O)c2cccnc2)c2cc(Cl)c3cccnc3c2O)cc1OC (stereo unspecified),i,i,i,21,i,i,i,i,i,i,-5
CNS(=O)(=O)c1ccc(N2CCCC2)c([N+](=O)[O-])c1,i,i,i,-3,i,i,i,i,i,i,6
O=C(O)C(=O)Nc1nc(-c2ccc3c(c2)OCCO3)cs1,i,i,i,-1,i,i,i,i,i,i,-2
S=c1nccc(-c2cc(Cl)sc2Cl)[nH]1,i,i,i,-6,i,i,i,i,i,i,-7
Cc1nn(C)c(C)c1CCC(=O)N1CCCC(C(=O)c2cccc(OC(C)C)c2)C1 (stereo unspecified),i,i,i,6,i,i,i,i,i,i,14
Cc1cc(C)c(C)c(S(=O)(=O)N2CCN(c3ncnc4sc(C)c(C)c34)CC2)c1C,i,i,i,27,i,i,i,i,i,i,2
CCOCC(=O)Nc1cc(C(=O)Nc2ccc(F)cc2)ccc1Cl,i,i,i,-2,i,i,i,i,nt,i,3
COc1ccc(OC)c(NC(=O)C2CCN(S(=O)(=O)c3c(C)noc3C)CC2)c1,i,i,i,1,i,i,i,i,i,i,4
C=C(C)COc1ccc(-c2ncncc2-c2ccc(Cl)cc2)c(O)c1,i,i,i,4,i,i,i,i,i,i,2
COC(=O)CCCC1=CC2=C(c3ccccc3)C(=O)C(C)(OC(=O)C3CCCC3)C(=O)C2=CN1C1CCCCC1 (stereo unspecified),i,i,i,4,i,i,i,i,i,i,-1
Cc1cc(NC(=O)CCC(=O)N(c2ccccc2)C(C(=O)NC2CCCC2)c2ccncc2)no1 (stereo unspecified),i,i,i,0,i,i,i,i,i,i,-3
CCN(C(=O)CSc1nc2ccccc2c(=O)n1CCOC)C1CCS(=O)(=O)C1 (stereo unspecified),i,i,i,-2,i,i,i,i,i,i,2
Cc1ccc(C)c(OCCC(=O)OCC(=O)NC2CCS(=O)(=O)C2)c1 (stereo unspecified),i,i,-5.5*,-10,i,i,i,i,i,i,1
Cc1c(OCc2ccc(C(=O)O)cc2)ccc2c(-c3ccccc3)cc(=O)oc12,i,i,i,45,i,i,i,i,i,i,-4
N#CCc1ccc(Oc2ncccn2)cc1,i,i,i,0,i,i,i,i,i,i,2
O=C(CSCCO)Nc1cccc2ccccc12,i,i,i,-6,i,i,i,i,i,i,-6
Cc1cccn2c(=O)c3cc(C(=O)N4c5ccccc5CC4C)n(C)c3nc12 (stereo unspecified),i,i,i,5,i,i,i,i,i,i,-2
O=C1CC(Sc2ncccn2)C(=O)N1c1ccccc1C(F)(F)F (stereo unspecified),i,i,i,-5,i,i,i,i,i,i,3
COc1cc2nc(CC(C)C)n(NC(=O)c3ccccc3Br)c(=O)c2cc1OC,i,i,i,4,i,i,i,i,i,i,-1
CCC(C)(C)n1nnnc1C(c1ccc2ncccc2c1)N1CCN(c2ccc(O)cc2)CC1 (stereo unspecified),i,i,i,0,i,i,i,i,i,i,-2
COCCNC(=O)c1cc2c(-c3ccccc3F)nn(C)c2s1,i,i,i,-10,i,i,i,i,i,i,-27
COc1ccc(-n2c(NCCN(C)C)nc3sc4c(c3c2=O)CCCCC4)cc1,i,i,i,-1,-7.5*,i,i,i,i,i,6
COc1cccc(CN(C(=O)/C=C/c2ccco2)C2CCS(=O)(=O)C2)c1 (stereo unspecified),i,i,i,-3,i,i,i,i,i,i,1
O=C(Nc1ccon1)c1ccc(Br)o1,i,i,i,0,i,i,i,i,i,i,3
Cc1nccn1CC1CCc2c(c3ccccc3n2C)C1=O (stereo unspecified),i,i,i,-2&-3,i,i,i,i,i,i,0&6
CS(=O)(=O)N1CCN(c2ccc(NC(=S)NC(=O)c3ccc4c(c3)OCO4)cc2)CC1,i,i,i,10,i,i,i,i,i,i,4
CCn1ccnc1CN1CCC(n2nccc2NC(=O)CCc2ccccc2)CC1,i,i,i,3,i,i,i,i,i,i,-1
Cc1c(N2C(=O)CSC2c2ccco2)c(=O)n(-c2ccccc2)n1C (stereo unspecified),i,i,i,-8,i,i,i,i,i,i,3
COc1ccc(OCC(O)Cn2ccnc2C)cc1 (stereo unspecified),i,i,i,-1,i,i,i,i,i,i,0
C=CCNC(=O)COc1ccc(N(C)S(=O)(=O)c2ccc(NC(C)=O)cc2)cc1,i,i,i,-4,i,i,i,i,i,i,-2
CCOc1ccc(C2CC(=O)NC(SC)=C2C#N)cc1 (stereo unspecified),i,i,i,6,i,i,i,i,i,i,2
c1ccc(Cn2ccc(-c3cnc(-c4ccccc4)s3)n2)cc1,i,i,i,-2,i,100*,i,i,i,i,-93
Cn1nc(CC(=O)N2CCN(c3ccccc3)CC2)c2ccccc2c1=O,i,i,i,-11,i,i,i,i,i,i,nt
CCCCN1C2=NCCCN2c2cc(C)c(C)cc21,i,i,i,2,i,i,i,i,i,i,1
CC(C)c1ccc(/C=N/NC(=O)CC(=O)NC2CCCCC2)cc1,i,i,i,2,i,i,i,i,i,i,1
COc1cc(CCNc2ccc3nnc(-c4ccccc4)n3n2)cc(OC)c1OC,i,i,i,-4,i,i,i,i,i,i,-3

Other compounds follow.
SMILES,TRPC6 act,RGS4 inh,MrgX1 antagonist,SKKanGAS inh,TRPC6 inh,TMEM16A inh,MrgX1 PAM,RGS4 pot,ANO1 activ,MrgX1 agonist,HDAC3 inh
O=C(Nc1ccc(F)cc1)C1CCN(c2ncnc3c2nc2n3CCCCC2)CC1,i,i,i,7,i,i,i,i,i,i,2
CNC(=S)n1cnc(N)n1,i,i,i,-2,i,i,i,i,i,i,5
COc1ccc(-c2cc(C(=O)Nc3ccccc3O)c3ccccc3n2)cc1OC,i,i,i,17,i,i,i,-7.3*,i,i,-1
O=C(CCCc1ccccc1)Nc1cccc([N+](=O)[O-])c1,i,i,i,0,i,i,i,i,i,i,0
O=C(Oc1cccnc1)c1cc(S(=O)(=O)N2CCCCC2)ccc1Cl,i,i,i,-2,i,i,i,i,i,i,-4
Cc1ccc(/C=c2/sc3nnc(-c4ccccc4Cl)n3c2=O)o1,i,i,i,-2,i,i,i,i,i,i,4

Source: PubChem BioAssay
